Source: PubChem (several laboratories)
PrPC TRFRET = inhibitors of human cell surface prion protein PrPC; P04156; TR-FRET read-out; inhibition, % at 13.8 µM; 370,000 compounds, 0.43% hits; in the data active means inhibition above about 24%; further: 0% = median of the test wells and 100% = reference compound wells
MazF activator = MazEF (E. coli) toxin RNase activation | AID 504720 | activation, % at 20 µM | FAM/BHQ RNA-DNA oligo cleavage fluorescence, 5 h | 350,000 compounds, 0.32% hits | P0AE70; in the data active means activation above about 50%
Rv3671c inh = Rv3671c (M. tuberculosis) protease inhibition. inhibition, % at 5.96 µM. 320,000 compounds, 0.048% hits; in the data active means inhibition above about 38%;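 further: extracellular domain of Rv3671c used as enzyme; 0% = enzyme with DMSO and 100% = no enzyme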
Anthrax LF inh2 = blocks Bacillus anthracis lethal factor protease. 360,000 compounds, 0.12% hits. inhibition, % at 10 µM. multiplex microsphere protease cleavage assay, LF; further: plate controls were buffer without enzyme for full effect and enzyme alone for no effect
Target sequence (P15917 whole entry, looked up): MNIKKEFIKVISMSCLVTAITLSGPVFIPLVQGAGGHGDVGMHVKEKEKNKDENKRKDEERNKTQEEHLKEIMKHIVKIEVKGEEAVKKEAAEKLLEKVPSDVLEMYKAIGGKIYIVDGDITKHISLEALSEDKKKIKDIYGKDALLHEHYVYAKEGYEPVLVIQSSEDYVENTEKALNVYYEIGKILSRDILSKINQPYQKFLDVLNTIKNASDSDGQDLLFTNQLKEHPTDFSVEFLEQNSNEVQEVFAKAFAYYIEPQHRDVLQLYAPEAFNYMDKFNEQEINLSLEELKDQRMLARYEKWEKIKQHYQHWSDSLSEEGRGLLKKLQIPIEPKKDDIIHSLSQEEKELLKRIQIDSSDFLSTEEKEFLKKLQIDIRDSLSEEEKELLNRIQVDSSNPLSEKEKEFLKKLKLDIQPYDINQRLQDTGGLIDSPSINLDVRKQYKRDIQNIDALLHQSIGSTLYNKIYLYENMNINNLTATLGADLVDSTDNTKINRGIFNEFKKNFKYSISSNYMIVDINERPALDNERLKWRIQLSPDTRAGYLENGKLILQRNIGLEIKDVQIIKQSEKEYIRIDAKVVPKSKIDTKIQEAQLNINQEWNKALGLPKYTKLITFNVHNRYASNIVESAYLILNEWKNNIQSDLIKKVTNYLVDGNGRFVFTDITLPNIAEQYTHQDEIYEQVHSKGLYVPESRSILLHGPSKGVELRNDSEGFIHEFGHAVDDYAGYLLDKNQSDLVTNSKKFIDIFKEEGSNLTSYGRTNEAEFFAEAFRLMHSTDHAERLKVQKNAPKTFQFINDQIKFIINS
VHR inh abs = inhibitors of human VHR1 phosphatase (DUSP3); inhibition, % at 13.3 µM; 290,000 compounds, 0.52% hits; recombinant VHR phosphatase, pNPP absorbance; in the data active means inhibition above about 50%; further: some compounds called inactive have numbers as strong as hits
Target sequence (P51452 whole entry, looked up): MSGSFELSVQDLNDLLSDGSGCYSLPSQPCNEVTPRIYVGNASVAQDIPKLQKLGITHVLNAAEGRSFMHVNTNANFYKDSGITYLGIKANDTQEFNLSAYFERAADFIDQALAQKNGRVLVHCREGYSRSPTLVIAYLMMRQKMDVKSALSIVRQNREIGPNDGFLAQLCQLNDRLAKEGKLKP
CCHFV vOTU inh = CCHFV vOTU protease inhibition. AID 651958. inhibition, % at 11.5 µM. 370,000 compounds, 0.55% hits. Pep-AMC fluorescence; in the data active means inhibition above about 30%; further: 0% = vehicle wells with enzyme and 100% = no enzyme wells
BoNT-F LC inh = blocks Botulinum neurotoxin F light chain protease. 360,000 compounds, 0.22% hits. inhibition, % at 10 µM. Multiplex microsphere protease cleavage assay, flow cytometry; in the data active means inhibition above about 35%, passing the limit was not always enough; inconclusive means no clear call, values can overlap the other calls; further: plate controls were buffer without enzyme for full effect and enzyme alone for no effect
SARS 3CLpro inh = SARS-CoV 3CLpro protease inhibition; P0C6X7; recombinant SARS-CoV 3CLpro, quenched FRET peptide cleavage; 290,000 compounds, 0.14% hits; inhibition, % at 6 µM; AID 1706; in the data active means inhibition above about 12%
BoNT-A LC inh2 = BoNT A light chain protease inhibition; inhibition, % at 10 µM; 360,000 compounds, 0.17% hits; multiplex microsphere protease substrate cleavage, flow cytometry; further: plate controls were buffer without enzyme for full effect and enzyme alone for no effect
SSB-PriA inh = K. pneumoniae PriA-SSBct interaction inhibition; AlphaScreen SSBct-PriA binding, biotinylated peptide; inhibition, % at 33 µM; 430,000 compounds, 0.6% hits; in the data active means inhibition mostly above about 37%, no sharp cut-off; inactive means mostly below about 20%;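 further: plate controls were negative control peptide for no effect and reference peptide for full effect; strong numbers were not always called active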
* hit, by the source's call; i = inactive; ? = inconclusive; . = not tested or not shown. Unless noted, no stated cut-off is given here; in the data, active means inhibition above about 30%; inconclusive means no clear call, values can overlap the other calls; inactive means below that. Not all compounds are listed, so the mix of outcomes need not match the whole.

mol	VHR inh abs	Anthrax LF inh2	BoNT-A LC inh2	Rv3671c inh	SARS 3CLpro inh	CCHFV vOTU inh	MazF activator	SSB-PriA inh	BoNT-F LC inh	PrPC TRFRET
COc1ccccc1Nc1nc(N)nc(CSc2nncn2C)n1	27.8	-1.8	-1.3	-2.1	-1.7	-1.9	-2.7	-6.8	-9.6	3.2
O=C(c1ccccc1)c1cccc(NC(=O)c2ccco2)c1	15.3	-4.9	0.7	-21.7	4.2	-1.4	3.2	-2.5	-2.3	0.1
COCCN(C(=S)Nc1cccc(C)c1C)C(C)c1ccco1 (centres undefined)	10.8	?	-12.3	10.1	3.5	-0.5	0.1	1.6	-26.0	7.4
CC1=CC(=C2C(=O)NC(=S)NC2=O)C=C(C(F)(F)F)N1C	34.7	-0.9	0.8	-1.1	-4.6	12.6	8.4	-11.8	4.0	-7.0
CC(C)(C)C(=O)Cn1c(=O)n(-c2ccc(F)cc2F)c(=O)c2sccc21	8.2	-3.1	-1.1	-2.3	2.2	0.1	9.6	-5.9	-1.7	-3.1
CCCc1ccc(Oc2cc(NN3CCCCC3)c([N+](=O)[O-])cc2[N+](=O)[O-])cc1	28.3	-6.7	-0.9	2.5	-6.1	10.7	-23.9	9.8	-6.6	-1.6
Nc1ccccc1Nc1cc(-c2ccccc2)nn1-c1cccc(Cl)c1	10.2	-2.7	-0.7	1.6	8.3	26.8	7.2	59.0*	-14.9	11.3
COc1ccc(S(=O)(=O)N2CCN(C)CC2)cc1	16.6	-5.0	2.6	-10.2	0.5	-1.1	7.9	-0.5	73.9*	-3.5
CCCC(=O)C1=C(O)C(C(=O)OC)C(C)(C)CC1=Nc1ccc(N)cc1 (centres undefined)	33.8	-0.2	4.2	0.7	-5.5	20.0	13.2	0.4	9.3	-1.9
COc1ccccc1CCNCc1cccc(C(F)(F)F)c1	47.4	-1.6	-0.1	-1.8	-2.4	-7.5	-2.0	-11.3	-22.1	0.5
Cc1ccc(NC(=O)CS(=O)CC(=O)N2CCN(C3CCCC3)CC2)cc1 (centres undefined)	29.8	-5.9	0.4	2.4	4.6	-2.4	8.2	-5.2	-1.4	-2.8
CN(C(=O)c1nc(-c2ccccc2)n(-c2ccccc2)n1)C1CCS(=O)(=O)C1 (centres undefined)	12.5	1.3	-0.6	0.1	-1.2	5.1	5.8	7.2	-4.0	4.0
C=CCc1cccc2cc(C(=O)N(C)C)c(=O)oc12	42.1	-1.7	-0.3	4.7	-1.5	9.9	-6.1	-18.8	4.3	6.0
O=C(COc1ccc([N+](=O)[O-])cc1)Nc1ccc2c(c1)CCC2	.	-14.5	4.5	-3.6	.	4.1	4.9	9.2	-31.3	-8.9
COc1ccc(CCNC(=O)c2c(C)nn(-c3ccccc3)c2Cl)cc1OC	-11.4	-3.6	-1.1	-4.5	-5.2	10.5	2.2	-7.6	-6.1	-7.2
Cc1ccc(C2Nc3ccccc3C(=O)N2Cc2ccco2)cc1 (centres undefined)	11.3	-7.1	-0.7	-1.3	5.8	-66.3	-4.4	-4.9	9.7	-0.1
O=[N+]([O-])c1cc(S(=O)(=O)NC2=NCCCCC2)ccc1Cl	30.1	2.5	1.4	5.6	-1.7	5.2	3.5	-11.9	0.9	-7.9
Cc1cc(C)cc(N2CCCn3c2nc2c3c(=O)n(CC(=O)OCc3ccccc3)c(=O)n2C)c1	30.7	-6.6	-0.5	-7.5	-1.2	.	-2.8	2.4	-7.8	.
Cc1cc(C(=O)N/N=C2\CC(=O)CC(C)(C)C2)c(C)n1-c1ccccc1	-2.9	-2.3	-0.4	-3.8	1.9	-0.7	-2.1	.	-6.4	-2.5
O=C(O)c1c(-n2cccc2)sc2c1CCCC2	25.2	2.2	0.1	0.2	0.1	3.0	1.9	-4.7	1.1	-3.3
CCOc1cc(C(=O)O/N=C(\N)c2ccc([N+](=O)[O-])cc2)cc(OCC)c1OCC	26.1	-0.7	0.2	-0.2	-2.1	9.4	5.3	i	-1.2	-13.1
O=C(c1cn(-c2ccccc2)nc1-c1cccc(Br)c1)N1CCOCC1	24.3	-0.2	0.3	2.5	1.7	-9.7	1.1	-9.1	-1.5	0.0
Cc1c(Cl)cccc1NC(=O)C1COc2ccccc2O1 (centres undefined)	7.4	-12.9	0.9	-10.1	0.2	2.0	5.4	-21.1	16.8	2.6
CSc1ccccc1NC(=O)Cn1ccsc1=N	13.2	-5.6	-0.3	9.5	3.0	-1.9	7.0	3.0	-8.5	5.7
CCN1CCN(C(c2ccccc2)c2nnnn2Cc2ccc3c(c2)OCO3)CC1 (centres undefined)	52.2*	0.1	-0.1	10.3	-2.9	8.3	12.8	-9.9	0.3	-11.9

New compounds follow
mol	VHR inh abs	Anthrax LF inh2	BoNT-A LC inh2	Rv3671c inh	SARS 3CLpro inh	CCHFV vOTU inh	MazF activator	SSB-PriA inh	BoNT-F LC inh	PrPC TRFRET
COCc1ccc(CN2CCCCC2C(=O)Nc2ccc(Oc3ccccc3)nc2)o1 (centres undefined)	0.9	-3.9	-3.1	-1.7	1.1	-2.2	8.0	0.1	-8.8	-2.3
Cc1ccc(OCCSCc2nc3ccccc3[nH]2)cc1	26.9	2.7	-0.3	-8.6	4.5	2.8	1.0	-18.5	1.2	13.8
Cc1onc(-c2c(F)cccc2Cl)c1C(=O)NCCO	2.5	-5.8	-0.2	-0.9	1.9	-11.5	0.8	-0.1	-1.1	-9.4
O=c1[nH]c(=O)n([C@H]2C[C@H](O)[C@@H](CO)O2)cc1Br	.	-9.6	-0.6	-3.6	.	7.7	2.9	-5.7	-6.7	4.6
c1ccc(OCCNc2nc(NCC3CC3)nc3cc(-c4ccccc4)sc23)cc1	.	0.8	2.4	.	.	12.8	.	.	-9.5	7.1
CCC(c1nnnn1C(C)(C)C)N1CCC2(CC1)C(=O)NCN2c1ccccc1 (centres undefined)	.	1.4	0.6	.	.	6.5	.	.	3.8	3.7
O=C(NCc1ccccc1F)C1CCCN(C(=O)NC2CCCCC2)C1 (centres undefined)	22.2	?	?	0.7	-4.2	0.5	8.9	1.1	-0.7	6.2
Cc1nnc(SCCn2c(N(C)Cc3ccccc3)nc3c2c(=O)[nH]c(=O)n3C)s1	-4.4	-12.6	-0.1	0.0	-3.6	8.8	-6.2	-12.3	-12.0	5.7
Cc1cc(NC(=O)CCc2ccc(C)o2)no1	-0.2	-2.9	-0.6	-2.3	-0.1	4.4	-6.6	-6.2	-14.7	-9.4
COc1ccc(/C=C/C(=O)NC(=S)N2CCN(c3ccccn3)CC2)cc1	5.4	-2.1	0.5	-13.2	-3.1	9.2	1.0	0.3	-0.7	-6.3
CCOc1ccc(S(=O)(=O)N2CCCC(C(=O)NCc3cccnc3)C2)cc1 (centres undefined)	1.8	-0.7	-1.7	4.5	0.1	-0.7	5.2	-2.9	-5.5	1.7
CN(Cc1cccs1)C(=O)COc1cccc(-n2cnnn2)c1	15.3	-3.5	-1.0	4.5	-1.2	-15.3	2.9	-12.4	-0.3	-1.4
CCOc1ccc(NC(=O)NNC(=O)C(C)Oc2ccccc2OC)cc1 (centres undefined)	24.0	-1.8	0.0	-1.4	-12.2	-0.8	0.5	-11.7	3.2	8.3
Cc1cc(C(=O)N/N=C/C=C/c2ccccc2[N+](=O)[O-])c(C)o1	3.5	1.2	-0.4	15.5	4.4	8.0	6.6	.	-0.2	-7.7
CN1CCN(C(=O)c2cccc(COc3cc(Cl)ccc3Cl)c2)CC1	34.7	-1.4	-2.1	1.6	-2.6	9.6	3.1	-13.6	-2.0	6.1
O=C(CCl)Nc1ccc(Oc2cnc3ccccc3n2)cc1	24.9	0.1	2.6	-5.5	2.3	-1.4	2.3	-13.5	4.6	2.9
C/C(=N\NC(=O)c1csc(C)c1C)c1ccc(C)s1	0.5	-5.8	1.2	0.0	-3.6	-10.2	8.1	.	4.6	-3.3
Cc1cc(Cl)ccc1OCC(=O)Nc1cccc(S(=O)(=O)N2CCCC2)c1	.	-6.0	-0.6	-46.2	.	0.8	-16.9	-8.0	-6.2	3.5
COC(=O)c1cccc(NC(=O)CSc2nnnn2C)c1	5.0	0.5	0.2	6.7	-6.7	-3.0	-1.4	-13.3	0.2	-7.4
O=C(Nc1ccccc1Cl)c1cccc(COc2cc(Cl)ccc2Cl)c1	14.5	-0.5	-1.4	7.2	4.8	2.7	4.6	-12.1	-24.8	0.3
CCN=C1SC(CC(=O)NC(C)C)C(=O)N1CC (centres undefined)	10.4	1.2	-0.7	-7.2	-1.7	2.5	8.4	-3.0	-1.2	-4.2
CCOc1cccc(Cc2c[nH]c(=O)[nH]c2=O)c1	.	4.2	-0.7	.	.	5.6	-7.3	.	0.9	0.0
Cc1ccc(NCC(=O)Nc2cccc(S(=O)(=O)N(C)C)c2)c(Cl)c1	-4.4	-0.6	-0.3	-4.1	-4.0	11.4	-1.9	11.3	-6.9	8.4
O=c1ccc(S(=O)(=O)N2CCC(Cc3ccccc3)CC2)c[nH]1	-5.8	0.1	0.1	-3.5	-9.0	-0.3	-1.8	-13.1	-13.9	1.4
CC1(C)C2CCC1(C)C(OC(=O)C[n+]1ccccc1)C2 (centres undefined)	21.3	-5.0	0.7	-8.7	1.1	-5.1	7.2	-8.2	1.6	3.7
Cc1ccc(C)c(SCC(=O)N(C)CC(=O)Nc2ccc(N3CCOCC3)cc2)c1	.	2.4	6.0	-3.4	.	-1.5	-0.4	-1.5	2.7	-0.8
O=C(c1cc(-c2cccnc2)nc2ccccc12)N1CCN(S(=O)(=O)c2cccs2)CC1	.	-1.3	1.2	-1.9	.	-12.7	0.3	1.7	3.4	-4.0

Some of the entries above, set out differently.
molecule: Cc1cc(Cl)ccc1OCC(=O)Nc1cccc(S(=O)(=O)N2CCCC2)c1
  VHR inh abs: .
  Anthrax LF inh2: -6.0
  BoNT-A LC inh2: -0.6
  Rv3671c inh: -46.2
  SARS 3CLpro inh: .
  CCHFV vOTU inh: 0.8
  MazF activator: -16.9
  SSB-PriA inh: -8.0
  BoNT-F LC inh: -6.2
  PrPC TRFRET: 3.5
molecule: COC(=O)c1cccc(NC(=O)CSc2nnnn2C)c1
  VHR inh abs: 5.0
  Anthrax LF inh2: 0.5
  BoNT-A LC inh2: 0.2
  Rv3671c inh: 6.7
  SARS 3CLpro inh: -6.7
  CCHFV vOTU inh: -3.0
  MazF activator: -1.4
  SSB-PriA inh: -13.3
  BoNT-F LC inh: 0.2
  PrPC TRFRET: -7.4
molecule: O=C(Nc1ccccc1Cl)c1cccc(COc2cc(Cl)ccc2Cl)c1
  VHR inh abs: 14.5
  Anthrax LF inh2: -0.5
  BoNT-A LC inh2: -1.4
  Rv3671c inh: 7.2
  SARS 3CLpro inh: 4.8
  CCHFV vOTU inh: 2.7
  MazF activator: 4.6
  SSB-PriA inh: -12.1
  BoNT-F LC inh: -24.8
  PrPC TRFRET: 0.3
molecule: CCN=C1SC(CC(=O)NC(C)C)C(=O)N1CC (centres undefined)
  VHR inh abs: 10.4
  Anthrax LF inh2: 1.2
  BoNT-A LC inh2: -0.7
  Rv3671c inh: -7.2
  SARS 3CLpro inh: -1.7
  CCHFV vOTU inh: 2.5
  MazF activator: 8.4
  SSB-PriA inh: -3.0
  BoNT-F LC inh: -1.2
  PrPC TRFRET: -4.2
